Screening data from PubChem BioAssay.
Peg3 prom inh: Peg3 promoter-driven luciferase inhibitors, primary screen, cell-based, HeLa, luciferase luminescence; inhibition, % at 20 µM; 360,000 tested, 1.7% active; HeLa PEG-Prom luciferase reporter, overnight; AID 588405, 2011;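 active means inhibition of at least 50% at 20 µM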
Shn3 inh set2: reduction of Shn3 3'UTR firefly luciferase signal, primary screen, Schnurri-3 inhibitor project, cell-based, Clone20 osteoblasts, set 2 | Clone20 osteoblast Shn3 3'UTR firefly luciferase, 24 h | inhibition, % at 12.5 µM | 360,000 tested, 0.52% active;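 active means mean inhibition of at least 75% with every replicate also reaching 75%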;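 further: 0% = median of neutral control wells and 100% = pilot-screen positive control compound; some compounds past the cut are filed as inactive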
HIF-2a inh: HIF-2a reporter inhibitors, primary screen, luminescence, 786-0 RCC cells; 786-0 RCC cells HIF-2a reporter, luciferase luminescence, overnight; inhibition, % at 18.8 µM; 360,000 tested, 0.72% active; AID 624352, 2012;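 active means inhibition of the luminescence signal of 40% or more relative to plate controls, in a single-dose primary screen at 18.75 µM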
KKLEB cytotox: cytotoxicity in KKLEB CF airway cells, primary screen, cytotoxicity control for CF NF-kB inhibitor project, cell-based, uHTS, fluorescence assay plates. KKLEB CF airway cells viability, ATPlite luminescence, overnight; active compounds read low; cells stimulated with P. aeruginosa culture filtrate. activity change (cytotoxicity), % at 5 µM. 360,000 tested, 0.36% active;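 active means corrected activity change at or below -50% at 5 µM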
TWEAK Fn14 block: inhibitors of TWEAK-Fn14 signaling, primary screen, luciferase reporter cells, uHTS; TWEAK-stimulated Fn14 reporter cells, luciferase luminescence, 8 h; inhibition, % at 10 µM; 360,000 tested, 2% active; in the data active means inhibition above about 50%
TRAIL sens C8: viability loss with TRAIL in NB7+C8 cells, primary screen, TRAIL sensitizer project, cell-based, ATPlite luminescence. 360,000 tested, 1% active. AID 624354, 2012. inhibition (viability loss, TRAIL sensitization), % at 10 µM;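 active means compounds causing at least 50% loss of cell viability in the single-dose screen, relative to plate controls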
MITF TRPM1 inh: inhibitors of MITF-dependent TRPM1 promoter reporter, primary screen, cell-based, SK-MEL-5, single point, luciferase; SK-MEL-5 TRPM1 promoter luciferase, 24 h; inhibition, % at 12.5 µM; 330,000 tested, 0.83% active;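 active means mean inhibition across replicates of 60% or more, whatever share of single replicates reaches that level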; further: values of inactives mirror those of a sister screen read the other way
NR2E3 ag-1: inhibitors of NR2E3-RetCOR corepressor binding, primary screen, NR2E3 agonist project, biochemical, TR-FRET, GST-NR2E3, biotin-RetCOR; 1536-well; 320,000 tested, 0.12% active; Photoreceptor-specific nuclear receptor (Homo sapiens), Q9Y5X4; AID 2300, 2010; inhibition of corepressor binding, % at 4.78 µM;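 active means percent inhibition above the cutoff of mean plus 3 SD of all tested compounds, set per screening campaign, cut at about 20% in these data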;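 further: 0% = DMSO wells and 100% = biotin wells as full block of FRET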
Target sequence (Q9Y5X4 whole entry, looked up): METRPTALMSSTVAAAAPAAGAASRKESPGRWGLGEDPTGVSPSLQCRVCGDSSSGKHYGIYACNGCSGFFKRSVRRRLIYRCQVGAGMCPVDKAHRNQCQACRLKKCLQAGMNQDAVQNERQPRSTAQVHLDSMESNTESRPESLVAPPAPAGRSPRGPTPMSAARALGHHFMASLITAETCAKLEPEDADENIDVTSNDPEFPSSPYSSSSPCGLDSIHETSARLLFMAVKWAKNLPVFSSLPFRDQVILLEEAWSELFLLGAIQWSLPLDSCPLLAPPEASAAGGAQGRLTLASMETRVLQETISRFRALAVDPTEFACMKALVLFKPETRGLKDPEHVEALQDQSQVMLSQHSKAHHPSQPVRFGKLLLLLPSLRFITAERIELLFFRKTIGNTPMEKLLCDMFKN
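System: GST-NR2E3 and biotin-RetCOR proteins; probe or stimulus: 7 nM biotin-RetCOR; doses: compound at 4.8 µM, single dose; schedule: Compound–protein incubation for 5 h at 4 °C; detection: time-resolved FRET; read-out: percent inhibition; controls: biotin wells as high control, 0.6% DMSO wells as low control; format: 1536-well plates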
TROY NFkB inh: inhibitors of TROY-driven NF-kB signaling, primary screen, Q293 LMP1-TROYcd cells, NF-kB luciferase, uHTS; Q293 LMP1-TROYcd NF-kB luciferase reporter, 4 h; inhibition, % at 10 µM; 360,000 tested, 0.98% active; AID 1347056, 2019;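 active means compounds whose plate-normalised and pattern-corrected inhibition of the luciferase reporter signal at the single screening dose is 50% or more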
NR2E3 ag-2: NR2E3 agonists in two-hybrid cells, primary screen, cell-based, luminescence, CHO-S, Gal4-NCOR/VP16-NR2E3; luciferase; inhibition of corepressor binding, % at 3.98 µM; 360,000 tested, 0.35% active; AID 602229, 2012;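 active means inhibition above the mean of all tested compounds plus 3 SD, cut at about 70% in these data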;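 further: 0% = DMSO with NR2E3 transfected cells and 100% = cells lacking NR2E3 construct; higher means lower luciferase signal from less NR2E3 corepressor binding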
CF NFkB inh: inhibitors of PAF-induced NF-kB signaling, primary screen, cell-based, GFP fluorescence, uHTS. KKLEB NF-kB-GFP reporter, GFP fluorescence overnight. inhibition, % at 5 µM. 360,000 tested, 0.86% active. AID 588850, 2011;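 active means at least 50% inhibition at 5 µM, scaled per plate between neutral and stimulator controls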;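 further: PAF is a Pseudomonas aeruginosa culture filtrate used as stimulus; plate controls were PAF-stimulated DMSO wells for no effect and unstimulated DMSO wells for full effect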
* = called active by the depositor; . = not tested or not shown. An excerpt; count on the stated rates, not on these rows.

Molecule	HIF-2a inh	TROY NFkB inh	NR2E3 ag-1	KKLEB cytotox	NR2E3 ag-2	CF NFkB inh	TRAIL sens C8	TWEAK Fn14 block	Peg3 prom inh	MITF TRPM1 inh	Shn3 inh set2
COc1ccc(S(=O)(=O)Nc2cc3c4c(oc3c3ccccc23)CC(C)(C)CC4=O)cc1	2	-14	-5	3	-67	-3	-5	33	26	-6	17
Cc1ccc(S(=O)(=O)NC(CC(=O)NCc2ccco2)c2ccco2)cc1 (stereo not given)	7	5	-4	7	-9	-4	-6	-7	1	8	3
O=C(NCc1ccccc1)NC1(C(=O)N2CCN(c3ncccn3)CC2)CCCCC1	5	16	-1	4	-12	-2	-4	5	2	4	-4
Cc1ccc(NC(=O)CCC(=O)NNC(=O)Cc2ccccc2)cc1C	-43	-2	-2	-3	-10	8	8	1	-20	4	-14
Cc1cccnc1	-7	8	9	-8	-19	12	-8	-3	3	-7	3
CC(C)CNC(=O)C1CCN(S(=O)(=O)c2ccc(-n3cnnn3)cc2)CC1	8	1	0	12	-43	-9	-13	19	6	4	5
N#Cc1cc(Cl)c(NCC2CCCO2)cc1C#N (stereo not given)	7	12	0	-2	-22	-12	-7	-1	25	4	-13
CCCCOC(=O)Nc1nc(CC(=O)OCC)cs1	-28	-11	1	0	15	4	2	6	-5	4	-15
Cc1ccc(C(=O)CC(SCC(=O)O)c2ccc([N+](=O)[O-])cc2)cc1 (stereo not given)	-44	-24	8	-1	5	-10	-4	2	-19	-9	-27
CC1(C)CC(NC(=O)Nc2ccc([N+](=O)[O-])cc2)CC(C)(C)N1	14	12	-1	-5	-3	-18	-2	-28	18	-10	-6
Cc1ccc(C(=O)NCc2ccc(Cl)c(Cl)c2)o1	2	2	0	-4	8	-1	9	-8	6	-10	-7
Nc1ccccc1-n1cccc1	-140	5	16	2	-33	7	-36	7	-186	23	-73
COc1cccc(/C=N/NC(=O)c2ccc(COc3ccc(Cl)cc3Cl)o2)c1	8	22	0	-11	-26	3	-6	18	-1	-10	34
Cc1ccc(S(=O)(=O)N2CCC(=O)N(CCOC(=O)Nc3ccc(C)c(C)c3)CC2)cc1	-13	10	-1	9	25	10	-10	-5	4	-3	21
O=C(CCCN1C(=O)c2ccccc2C1=O)N1CCOCC1	16	-28	2	-11	-19	5	-4	16	-12	-9	5
COc1ccc(NC(=O)C[C@H]2C(=O)N(Cc3ccccc3)C[C@@H]2C)cc1	-5	-1	.	15	8	-13	-6	5	-2	.	-26
O=S(=O)(c1ccccc1)N1CCN(c2nc3ccccc3s2)CC1	-73	-51	-3	-1	-1	5	12	-42	-31	-40	-22
OCC1(CCc2ccccc2)CCN(Cc2cnc(N3CCCC3)s2)CC1	5	13	1	-5	42	12	-6	-5	10	6	21
N/C(=N\OC(=O)CCC(=O)O)c1ncc(C(F)(F)F)cc1Cl	16	10	0	10	-17	-12	-4	6	-6	-7	0
Cc1ccccc1OC(=O)Cn1c(C(F)(F)F)nc2ccccc21	20	2	3	-11	-10	-5	6	-15	10	2	11
Cc1c(C)c2ccc(OCC(=O)NCc3ccccn3)cc2oc1=O	-26	-5	2	-5	-3	0	-18	-13	13	-21	-12
Cc1ccc(-n2nnnc2SCC(=O)NCC2(N3CCCCC3)CCCCC2)c(C)c1	18	7	2	-2	-5	-5	3	13	16	-22	-11
CCCCCC1CCC(C(=O)N2CCOCC2)CC1 (stereo not given)	6	-32	-1	5	-3	-16	0	13	6	-4	2
CCCCNC(=O)Cn1cnc([N+](=O)[O-])n1	20	-2	2	0	-9	18	-7	5	9	-15	10
COc1ccc(CCN(C)C(=O)COC(=O)/C=C/c2ccc(C)o2)cc1OC	0	9	.	0	-9	5	11	0	6	0	0
O=C(NCc1ccccn1)c1ccc(N2CCCC2=O)cc1	-64	-22	0	3	5	0	0	0	-45	-8	-16
CCN1CCN(c2cc(C)c3cc(NC(=O)c4cc(OC)cc(OC)c4)ccc3n2)CC1	-182	4	2	-29	-31	-2	30	-69	-15	-11	.
CCCNC(=O)NC(=O)CN1C(=O)NC(C)(c2ccc3ccccc3c2)C1=O (stereo not given)	2	16	6	-14	-13	-10	3	5	24	2	8
Cc1ccc(CSc2nncn2-c2ccccn2)cc1	-6	-9	4	-7	-14	5	-2	-9	-9	3	16
CC(C)C[C@H]1CNC(=O)C(=O)N1CC1CCN(CCc2ccc(-c3ccccc3)cc2)CC1	3	5	.	5	10	-11	7	18	7	-3	-2
CCN(CC(=O)Nc1c(F)cccc1F)C(=O)C1CC(=O)N(CCc2ccccc2)C1 (stereo not given)	10	4	3	-2	-16	11	3	-4	4	5	-4
COc1cc(CNC(C)(C)C)cc(Br)c1OCc1cccs1	6	13	-3	-10	39	14	19	11	3	-10	8
Cc1nc(C(C)N(C)Cc2nc(Cc3ccccc3F)no2)c(C)s1 (stereo not given)	4	-15	2	-10	-6	24	-15	-2	3	-7	-2
Cc1ccnc(-n2c(C)cc(C=O)c2C)c1	17	22	1	10	9	0	-8	0	5	1	-3
C=CCc1c(O)nc(SCC(=O)c2ccccc2)[nH]c1=O	4	-4	1	9	-9	5	-12	-31	0	11	-8
CC1CCN(C(=O)CN(C2CCCCC2)S(C)(=O)=O)CC1	8	-10	-2	2	-8	6	5	-22	12	4	-2

Whole records, quoted from the list. Screens in order: HIF-2a inh | TROY NFkB inh | NR2E3 ag-1 | KKLEB cytotox | NR2E3 ag-2 | CF NFkB inh | TRAIL sens C8 | TWEAK Fn14 block | Peg3 prom inh | MITF TRPM1 inh | Shn3 inh set2
`Cc1ccc(CSc2nncn2-c2ccccn2)cc1` in the list: -6 | -9 | 4 | -7 | -14 | 5 | -2 | -9 | -9 | 3 | 16
`CCN(CC(=O)Nc1c(F)cccc1F)C(=O)C1CC(=O)N(CCc2ccccc2)C1` (stereo not given) in the list: 10 | 4 | 3 | -2 | -16 | 11 | 3 | -4 | 4 | 5 | -4

Next structures follow.
Molecule	HIF-2a inh	TROY NFkB inh	NR2E3 ag-1	KKLEB cytotox	NR2E3 ag-2	CF NFkB inh	TRAIL sens C8	TWEAK Fn14 block	Peg3 prom inh	MITF TRPM1 inh	Shn3 inh set2
O=C(O)/C=C/c1cn(-c2ccccc2)nc1-c1ccc2c(c1)OCCO2	13	-16	1	-3	1	-13	10	1	12	-5	-7
O=P(OC1CCCCC1)(OC1CCCCC1)C(Nc1ccccc1)c1cccnc1 (stereo not given)	16	2	0	-4	-7	-6	6	8	32	-2	8
O=C(NCc1ccccc1Cl)[C@H]1CCCN1C(=O)[C@H]1CCCN1	2	-3	.	.	-6	.	-11	16	.	.	.
CCOC(=O)C(=CNc1cscc1S(=O)(=O)C(C)C)C(=O)OCC	17	-6	1	-12	-13	4	-9	-11	8	4	14
CSc1nc2c(c(=O)[nH]1)C(c1cccs1)C1=C(CCCC1=O)N2 (stereo not given)	13	-3	-2	-2	-6	0	7	8	6	5	-8
Cc1cc(C)n2nc(SCC(=O)N(C)c3c(N)n(Cc4ccccc4)c(=O)[nH]c3=O)nc2n1	-3	5	0	-8	-2	2	-9	4	3	6	14
CN1OC2C(=O)N(c3ccccc3)C(=O)C2C1c1ccc(F)cc1 (stereo not given)	9	-20	3	-7	7	13	0	18	-3	1	-2
CCOC(=O)C(CCC(C)=O)C(=O)c1ccccc1 (stereo not given)	9	4	-1	-5	-9	19	2	1	-2	4	-7
CCOC(=O)c1ccc(C(=O)OCC)nc1	-21	-12	4	4	2	-8	-1	-9	-14	-2	-7
Cc1cccc(Nc2nc(NCc3ccco3)c3ccccc3n2)c1	-86	30	5	-5	74*	18	31	86*	85*	7	88*
Cc1ccc(N2CC(C(=O)O)CC2=O)cc1 (stereo not given)	11	-6	2	15	-7	-23	8	6	6	12	5
CC(=O)OC[C@@H]1CN(Cc2ccccc2)C[C@H](n2cnc3c(Nc4ccccc4)ncnc32)O1	4	0	.	-1	-4	-12	14	0	9	.	0
Cc1nc2c(nnn2Cc2ccccc2)c(=O)[nH]1	5	-20	3	11	-16	-8	0	-4	-5	10	-2
CCCNc1ncnc2nc[nH]c12	-2	9	-1	-9	-23	12	-12	6	-12	1	10
COc1ccc(S(=O)(=O)N2CCN(Cc3cccs3)CC2)cc1OC	16	0	.	-16	16	17	-7	6	5	-2	21
COc1cc(/C=C2\CCCc3c2nc2ccccc2c3C(=O)O)cc(OC)c1O	14	1	-3	-13	-15	15	-2	5	6	-1	-14
COc1ccc(-c2cc(N)n(S(=O)(=O)c3ccc(C)cc3)n2)c(OC)c1	9	7	5	2	6	-8	3	21	9	.	28
O=C(O)/C=C/c1ccc(S(=O)(=O)N2CCCCCC2)cc1	6	-12	1	3	-14	5	0	4	16	4	-7
Cc1ccc(NC(=O)CNCc2ccccn2)cc1S(=O)(=O)N(C)C	-13	-13	5	4	-10	-9	2	-2	-24	6	-17
O=C(N/N=C/c1ccncc1)c1cc(Br)ccc1OCc1ccccc1	-20	18	1	-6	-17	5	1	-14	-4	8	12
CCCCN(C)C(=O)c1nc2ccccn2c1CN1CCC[C@H]1CO	17	-6	1	4	-20	-8	3	13	17	7	-11
C[C@@H]1CNC(=O)c2c(C(=O)Nc3cccc(Cl)c3)ncn21	-81	17	.	4	-17	11	4	30	29	.	-19
COC(=O)c1cccc(NC(=O)c2cccs2)c1C	-16	-8	0	-2	-10	-2	6	3	-10	-11	3
COc1ccc(C(=O)C2CCCN(Cc3c(O)cccc3OC)C2)cc1OC (stereo not given)	13	-12	-1	0	-20	-1	1	28	-6	1	15
CC(C)(C)[C@H]1C=C(C(=O)Nc2ccccc2)O[C@@H](OCc2ccc(CO)cc2)C1	-80	18	2	3	-29	-19	10	-15	-44	-25	-3
CN1Cc2c(N3CCOCC3)nc(SCc3ccccc3)c(C#N)c2CC1(C)C	3	4	3	-14	10	29	-50	5	20	-3	7
Cc1ccc2c(C(=O)CN3CCCCC3CCO)c(C)[nH]c2c1 (stereo not given)	8	6	-1	8	1	-9	-6	-1	16	4	6
CO/N=C/NC(=O)N1OC[C@@H]2COc3ccc4ccccc4c3[C@@H]21	17	11	2	4	-19	9	-4	-9	13	-8	-4
COc1ccc2cc(CCNC(=O)c3c(-c4ccccc4Cl)noc3C)c(=O)[nH]c2c1	10	-2	1	3	-6	-16	1	-24	16	-9	3
